High-throughput results from PubChem BioAssay.
HIF activator: HIF pathway transcriptional activation; U2OS HRE-luciferase reporter, luminescence; normalized: DMSO 0%, desferrioxamine 100%; activation, % at 7.5 µM (by protocol); actives 0.32% (n = 300,000); AID 1910;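 active means mean activation of at least 10% of the iron chelator positive control signal, with at least half of replicates also reaching 10%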
TRPC4 agonist: opens the mouse TRPC4 cation channel. actives 0.49% (n = 310,000). Q9QUQ5. HEK293 TRPC4beta/mu-opioid, Fluo4 calcium fluorescence; active compounds read high. AID 2237. B-score at 10 µM;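 active means B-score above 5 SD of library B-scores, and initial fluorescence ratio not above library mean plus 5 SD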;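 further: positive B-score marks a calcium rise read as TRPC4 activation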
Target sequence (Q9QUQ5 whole entry, looked up): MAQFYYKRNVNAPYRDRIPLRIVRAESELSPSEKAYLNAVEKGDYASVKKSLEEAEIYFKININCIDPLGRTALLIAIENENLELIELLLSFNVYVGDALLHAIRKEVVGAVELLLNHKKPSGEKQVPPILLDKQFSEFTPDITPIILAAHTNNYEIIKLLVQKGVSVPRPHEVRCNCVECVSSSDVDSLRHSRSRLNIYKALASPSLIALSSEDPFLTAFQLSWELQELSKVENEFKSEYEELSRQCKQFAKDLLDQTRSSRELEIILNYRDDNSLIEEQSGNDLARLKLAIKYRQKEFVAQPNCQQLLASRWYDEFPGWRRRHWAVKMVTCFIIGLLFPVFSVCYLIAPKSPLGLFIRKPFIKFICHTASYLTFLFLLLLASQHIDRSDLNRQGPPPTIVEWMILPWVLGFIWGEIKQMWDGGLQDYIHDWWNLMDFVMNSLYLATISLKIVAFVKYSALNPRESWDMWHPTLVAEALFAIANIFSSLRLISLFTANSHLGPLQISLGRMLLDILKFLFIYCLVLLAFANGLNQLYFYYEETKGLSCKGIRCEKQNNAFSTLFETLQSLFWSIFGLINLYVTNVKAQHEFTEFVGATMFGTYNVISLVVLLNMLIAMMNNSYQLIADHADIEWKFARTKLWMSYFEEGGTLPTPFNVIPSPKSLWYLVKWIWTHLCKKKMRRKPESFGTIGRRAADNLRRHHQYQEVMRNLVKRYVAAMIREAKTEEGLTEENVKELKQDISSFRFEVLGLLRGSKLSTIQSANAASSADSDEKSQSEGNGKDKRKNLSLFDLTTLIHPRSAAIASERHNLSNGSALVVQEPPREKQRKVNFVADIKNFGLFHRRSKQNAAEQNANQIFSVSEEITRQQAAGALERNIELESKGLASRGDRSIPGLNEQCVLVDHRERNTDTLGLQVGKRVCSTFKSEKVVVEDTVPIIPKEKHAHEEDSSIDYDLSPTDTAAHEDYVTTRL
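System: HEK293 cells stably co-expressing mouse TRPC4beta and mu-opioid receptor; Schedule: Fluo4 dye loading 45 min at room temperature, 110 s recording; Detection: Fluo4 fluorescence, kinetic; Evaluation: B-scored integrated calcium fluorescence ratio; Controls: buffer (low) and maximal DAMGO (high).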
TRPC4 block: inhibitors of mouse TRPC4 channel; HEK293 TRPC4beta/mu-opioid, DAMGO-evoked Fluo4 calcium flux; active compounds read low; actives 0.39% (n = 300,000); B-score at 10 µM; Q9QUQ5;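 active means B-score over 3 SD under the library average, no early fluorescence shift, positive overall ratio signal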
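Assay system: HEK293 cells with stable TRPC4beta plus mu-opioid receptor expression; Probe or stimulus: DAMGO in two steps, submaximal then maximal; Dosing: single-point compound dosing; Measured by: Fluo4 calcium-dye fluorescence, kinetic read; Read-out basis: B score from integrated Fluo4 fluorescence ratio.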
IEC-6 cytotox: kills IEC-6 intestinal cells in KLF5 counter-screen; IEC-6 cytotoxicity, luminescence viability; inhibition, % at 5 µM; actives 0.78% (n = 290,000); AID 1825; in the data active means inhibition above about 22%;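 further: 0% = plate median of test compound wells and 100% = cytotoxic reference compound wells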
TRPC6 inh: inhibitors of mouse TRPC6 channel; actives 1.1% (n = 310,000); B-score at 10 µM; HEK293-TRPC6, membrane potential dye, ACh-evoked depolarization; active compounds read low;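 active means B-score under library mean minus 3 SD, initial fluorescence not abnormally high, positive integrated signal ratio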;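 further: B-score derived from integrated fluorescence ratio over the kinetic read; more negative B-score means stronger inhibition of depolarization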
SKKanGAS inh: SKKanGAS growth inhibition. inhibition, % at 7.5 µM. actives 1.3% (n = 300,000). S. pyogenes SKKanGAS, kanamycin growth, BacTiter-Glo, 6 h;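 active means mean replicate score, as percent of positive control median, at least 50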;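 further: strain carries kanamycin resistance gene driven by streptokinase promoter and grows in 40 µg/ml kanamycin; loss of luminescence reflects streptokinase promoter inhibition or plain growth inhibition; 0% = median of DMSO wells and 100% = positive control at its reference dose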
KLF5 inh: inhibitors of KLF5 expression | actives 0.23% (n = 290,000) | DLD-1 KLF5 promoter-luciferase reporter, luminescence | inhibition, % at 5 µM;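 active means inhibition above a per-plate limit of that plate's mean compound inhibition plus 3 SD, cut at about 60% in these data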;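 further: 0% = DMSO wells and 100% = LY294002 at 200 µM; higher means less KLF5 promoter-driven luciferase light; inactives centre near -14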
TRPC4 PAM: allosteric potentiators of mouse TRPC4 channel; Q9QUQ5; HEK293 TRPC4beta/mu-opioid, DAMGO EC20, Fluo-4 Ca2+ flux; active compounds read high; B-score at 10 µM; actives 0.42% (n = 310,000); AID 2227;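 active means B-score of calcium response area above 5 SD of library B-scores, with initial fluorescence ratio within 5 SD of library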;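 further: B-score of integrated fluorescence ratio over time as area under calcium response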
TRPC6 act: mouse TRPC6 channel activation; B-score at 10 µM; AID 2550; Q61143; HEK293-TRPC6 membrane potential dye fluorescence; active compounds read high; actives 0.13% (n = 310,000);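 active means B-score of the integrated fluorescence ratio above library mean plus 3 SD, and starting fluorescence ratio within library mean plus 5 SD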;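 further: higher score means more depolarization so channel activation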
MrgX1 antagonist: blocks BAM8-22 activation of human MrgX1 receptor | MRGX1-HEK293 calcium flux, Fluo-4, BAM8-22 antagonism; active compounds read low | B-score at 10 µM | actives 1.3% (n = 310,000) | AID 588676;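 active means calcium-response B-score plate-corrected more than 3 library SD below zero, starting fluorescence within 5 deviations, no agonist response on first addition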;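 further: peak minus trough fluorescence over baseline after final BAM8-22 challenge near maximal dose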
aSyn 5UTR inh: 5' untranslated region of α-synuclein, MLPCN primary screen | actives 0.82% (n = 300,000) | alpha-synuclein 5'UTR reporter, inhibitor activity | inhibition, % (tested at 7.5 µM); in the data active means inhibition above about 60%;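 further: H4 neuroglioblastoma cells stably carrying SNCA 5'UTR luciferase fusion; 0% = DMSO wells and 100% = positive control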
Starred values were filed as active, the others as inactive; i = inactive; . = not tested or not shown.

SMILES	IEC-6 cytotox	MrgX1 antagonist	aSyn 5UTR inh	SKKanGAS inh	TRPC4 PAM	TRPC6 act	KLF5 inh	TRPC4 agonist	TRPC6 inh	TRPC4 block	HIF activator
Cc1cccc(NC(=O)CSc2nnc(-c3ccco3)o2)c1	-0.3	i	4.0	2.2	i	i	-4.4	i	i	i	0.2
C/C(=C1/SC(N2CCOCC2)=NC1=O)c1ccc(Cl)cc1	6.1	i	5.7	-1.5	i	i	-12.8	i	i	i	0.4
CCOC(=O)C1=C(c2ccccc2)OC(N)=C(C#N)C1c1cccs1 (stereo unspecified)	5.0	i	1.5	.	i	i	-9.4	i	i	i	-0.3
Cc1ccc(S(=O)(=O)N2CCN(C(=O)COC(=O)COc3cccc4c3OC(C)(C)C4)CC2)cc1	.	i	-15.2	0.7	i	i	.	i	i	i	-0.5
CN1CCN(S(=O)(=O)c2cccc(C(=O)NCc3ccccc3Cl)c2)CC1	-2.0	i	9.0	5.4	i	i	-31.7	i	i	i	-0.2
CCN(CC)c1ccc(/C=N/NC(=O)CC(C)C)cc1	1.7	i	-20.2	-2.9	i	i	-19.4	i	i	i	0.4
C=C(C)CNC(=S)N/N=C\c1ccc2c(c1)OCO2	.	i	4.7	-0.2	i	i	.	i	i	i	0.3
COc1ccc(CCNC(=O)Cn2nnc(-c3cccs3)n2)cc1OC	-3.8	i	3.0	3.4	i	i	-24.8	i	-5.75*	i	0.0
CCN(CC)C(c1ccc(C)cc1)c1nnnn1C1CCCCC1 (stereo unspecified)	2.6	i	-5.8	6.6	i	i	-29.5	i	i	i	0.1
c1csc(-c2ccc(N3CCOCC3)nn2)c1	15.2	i	-4.5	7.6	i	i	-19.2	i	i	i	-3.4
COc1ccccc1C(=O)NC(=O)COC(=O)CNC(=O)c1ccc(Cl)cc1Cl	.	i	-2.7	-7.4	i	i	.	i	i	i	0.0
Cc1ccc(Sc2nc(-c3ccccc3)nnc2C(F)(F)F)cc1	-0.3	i	11.1	20.0	i	i	-0.2	i	i	i	0.1
Cc1ccc(C)c(OCc2nnc(NC(=O)c3ccc4c(c3)OCO4)s2)c1	0.9	i	6.6	7.3	i	i	1.9	i	i	i	0.1
CC1(C)NC(=O)N(CCCCOc2ccc3ccccc3c2Cl)C1=O	0.8	i	-35.8	0.2	i	i	-36.0	i	i	i	1.8
Cc1sc(NC(=O)c2ccccc2F)c(CN2CCCCC2)c1C	0.9	i	-124.0	5.2	i	i	-47.6	i	i	i	2.9
CCNc1nc(NCC)n2c(SCC(=O)c3ccccc3F)nnc2n1	1.7	i	-18.8	-0.2	i	i	-3.2	i	i	i	0.9
O=S(N1CCc2ccccc21)C12CC3CC(CC(C3)C1)C2 (stereo unspecified)	2.0	i	15.4	1.8	i	i	-7.9	i	i	i	-1.0
CCNc1nc(C)nc2c1oc1ccccc12	2.1	i	-1.1	-6.0	i	i	-25.9	i	i	i	-0.1
COc1ccc(NC(=O)c2ccccc2N(Cc2ccccc2)S(C)(=O)=O)c(OC)c1	6.4	i	-5.3	2.3	i	i	-22.3	i	i	i	0.3
NNc1nc2c(F)cccc2s1	6.9	i	-280.7	-7.5	i	i	-111.8	i	i	i	3.1
CC12CCC(C(=O)NCc3ccc4c(c3)OCO4)(C(=O)C1=O)C2(C)C (stereo unspecified)	1.9	i	8.1	-4.5	i	i	-0.9	i	i	i	-3.8
Clc1ccc(Cl)c(OCCCCN2CCCCC2)c1	-3.1	i	-19.5	8.3	i	i	-10.8	i	i	i	0.8
Nc1nc(N)c2ncc(C(=O)CCc3ccccc3)nc2n1	2.5	i	-19.7	-5.1	i	i	-3.2	i	i	i	-0.1
Cc1nn(Cc2ccc(F)cc2)c(C)c1NC(=O)C1c2ccccc2Oc2ccccc21	12.4	i	32.4	-3.8	i	i	-9.4	i	i	i	-0.6
COC(=O)c1cc(N2CCN(C)CC2)nc2ccccc12	-3.4	i	-7.2	-0.6	17*	i	-15.8	i	i	i	-0.3

Other results
SMILES	IEC-6 cytotox	MrgX1 antagonist	aSyn 5UTR inh	SKKanGAS inh	TRPC4 PAM	TRPC6 act	KLF5 inh	TRPC4 agonist	TRPC6 inh	TRPC4 block	HIF activator
CSCCC(=O)NC1CC(C)(C)Cc2c1cnn2-c1ccccc1C (stereo unspecified)	-7.1	i	7.0	-4.0	i	i	-16.4	i	i	i	-1.3
Cc1nn2c(NCCCN(C)C)c3c(nc2c1-c1ccccc1)CCC3	11.2	i	-12.6	0.6	i	i	-13.5	i	-7.94*	i	-0.1
c1ccc(CC2CCN(C3=Nc4cccc5cccc3c45)CC2)cc1	2.5	-5.74*	-95.5	5.5	i	i	-11.6	i	-6.11*	i	2.7
Cc1ccccc1-n1c(SCc2csc(Nc3ccccc3)n2)nnc1-c1cccnc1	2.7	i	-12.9	-6.2	i	i	-12.2	i	i	i	-50.2
COc1ccc(-n2c(=S)[nH]c3cc(C(=O)NCCCN4CCCC4=O)ccc3c2=O)cc1OC	1.4	i	17.7	-1.2	i	i	-17.2	i	i	i	-0.2
CC(C)CCNC(=O)C(=O)Nc1cc2c3c(c1)CC(=O)N3CCC2	1.0	i	2.0	3.2	i	i	-33.8	i	i	i	-0.6
CCCS(=O)(=O)c1nc(S(=O)(=O)c2ccc(C)cc2)c(NCCCn2ccnc2)s1	5.3	i	8.9	-14.5	i	i	-3.1	i	i	i	-0.8
Cc1cc(NS(=O)(=O)c2ccccc2)n(-c2ccccc2)n1	4.1	i	21.2	-5.2	i	i	-11.4	i	i	i	0.2
Cn1c(=O)c2c([nH]c(=S)n2Cc2ccc(Cl)cc2)n(C)c1=O	-2.2	i	-15.0	4.4	i	i	-4.3	i	i	i	0.4
CCc1ccc(NC2CC(=O)N(CCc3ccc(OC)c(OC)c3)C2=O)cc1 (stereo unspecified)	2.1	i	3.3	3.5	i	i	-17.3	i	i	i	-0.3
CCO[C@H]1OC(C(=O)NCc2ccccc2)=C[C@@H](c2ccc(Br)cc2)[C@@H]1CCCO	-5.1	i	33.0	1.9	i	i	0.2	i	i	i	-0.5
O=C(O)CCc1ccc(S(=O)(=O)NCCc2ccccc2)cc1	-0.9	i	12.7	2.9	i	i	-13.9	i	i	i	-0.2
Cc1c(Cl)ccc(S(=O)(=O)NCCCn2ccnc2)c1Cl	-0.8	i	8.0	-2.6	i	i	2.7	50*	i	i	-1.8
OC(CN1CCOCC1)Cn1c(-c2cccc(Cl)c2)nc2ccccc21 (stereo unspecified)	0.4	i	-13.2	-4.6	i	i	-49.7	i	i	i	0.0
C=CCn1ccc(O)c(Cc2ccc(Cl)cc2)c1=O	2.9	i	5.5	-1.0	i	i	-10.5	i	i	i	-0.6
Cc1ccc(-c2cc(C(=O)N3CCCCC3)c3ccccc3n2)cc1C	4.9	i	-46.5	2.2	i	i	-18.6	i	i	i	1.9
COCCn1c(SCC(=O)c2c(N)n(C)c(=O)n(C)c2=O)nc2ccccc21	-5.2	i	-8.7	-5.0	i	i	-45.9	i	i	i	0.2
CCOC(=O)c1ccc(N2C(=O)c3n[nH]c(C)c3C2c2ccco2)cc1 (stereo unspecified)	-1.9	i	-6.4	-11.8	i	i	-3.7	i	i	i	-0.1
Cc1ccc(C(=O)N2CCN(C(=O)N3CCOCC3)CC2)cc1	4.2	i	-1.1	4.9	i	i	3.4	i	i	i	0.0
Cn1nc(-c2ccccc2)c(C(=O)NCC(=O)O)c1Cl	1.9	i	9.1	4.6	i	i	4.2	i	i	i	-0.1
COc1cc(C)ccc1OCCCON1C(=O)CCC1=O	1.8	i	-2.5	3.2	i	i	-4.6	i	i	i	0.0
Cc1cc2ccccc2nc1SCC(=O)NC1CCCCC1	-1.4	i	2.1	12.4	i	i	-14.5	i	i	i	-0.1
O=C(N/N=C/C=C/c1ccccc1)c1n[nH]c2c1CCC2	10.6	i	70.2*	-3.4	i	i	-7.2	i	i	i	0.9
O=C(c1ccccc1Sc1ccc([N+](=O)[O-])cc1)N1CCCCC1	5.7	i	-17.9	1.0	i	i	-8.9	i	i	i	0.0
CC1(C)NC(=O)N(CC(O)COc2cccc(F)c2)C1=O (stereo unspecified)	-0.1	i	8.9	0.2	i	i	-8.5	i	i	i	-0.2

Following part
SMILES	IEC-6 cytotox	MrgX1 antagonist	aSyn 5UTR inh	SKKanGAS inh	TRPC4 PAM	TRPC6 act	KLF5 inh	TRPC4 agonist	TRPC6 inh	TRPC4 block	HIF activator
O=C(CC(=O)N/N=C/c1c(F)cccc1Cl)NCc1ccccc1	-1.0	i	-21.3	0.4	i	i	-23.4	i	i	i	-0.2
CS(=O)(=O)N(CC(=O)NCc1ccco1)c1ccc(Cl)cc1Cl	1.2	i	-11.2	-2.5	i	i	-29.0	i	i	i	-0.1
N#CCC(=O)Nc1ccc(C(=O)OCC(=O)Nc2ccccc2-c2ccccc2)cc1	1.3	i	3.4	11.2	i	i	9.0	i	i	i	0.4
O=C(COc1ccccc1)N(Cc1nnc(-c2ccccc2Cl)o1)C1CC1	.	i	-4.1	-7.9	i	i	.	i	i	i	-0.1
Cc1ccc(NC(=O)CSCC(=O)N2CCN(c3cccc(C(F)(F)F)c3)CC2)cc1	.	i	12.0	-5.0	i	i	.	i	i	i	0.0
O=C(COC(=O)C1CCC1)Nc1ccc(Oc2ccccc2)cc1	-0.9	i	17.6	-3.9	i	i	-13.3	i	i	i	-0.6
COc1cc(CNC(=O)CCCC(=O)c2ccccc2)cc(OC)c1OC	-1.9	i	-5.1	-11.8	i	i	-3.4	i	i	i	-1.5
